Compound activity as filed in PubChem.
TRPC6 activator: activators of mouse TRPC6 channel; B-score at 10 µM; HEK293-TRPC6 membrane potential dye fluorescence; active compounds read high; Q61143; AID 2550; 310,000 compounds, 0.13% hits;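 active means B-score of the integrated fluorescence ratio above library mean plus 3 SD, and starting fluorescence ratio within library mean plus 5 SD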;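 further: higher score means more depolarization so channel activation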
ANO1 activ: activators or potentiators of mouse TMEM16A chloride channel; B-score at 10 µM; 340,000 compounds, 0.3% hits; Q8BHY3; HEK293 TMEM16A/YFP-H148Q/I152L, iodide quench fluorescence; active compounds read low; AID 623877;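 active means fluorescence-ratio B-score plate-corrected deviation score at least 3 library SD below zero, with starting fluorescence score within 5 deviations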;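 further: channel opened by trigger with iodide after compound preincubation; score built on the fluorescence ratio of max minus min over baseline; more negative score means more quench and so TMEM16A activation or potentiation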
TMEM16A inh: blocks the mouse calcium-activated chloride channel TMEM16A; normalized B-score (activity score, 25-100; higher = stronger inhibition) at 10 µM; 310,000 compounds, 1.2% hits; HEK293 TMEM16A/YFP iodide influx fluorescence, ionomycin;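 active means ratio plate-corrected score three or more library SD toward inhibition, starting fluorescence score within five deviations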;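 further: score derived from kinetic fluorescence span divided by baseline fluorescence per well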
TRPC4 inh: TRPC4 (mouse) channel inhibition; B-score at 10 µM; 300,000 compounds, 0.39% hits; AID 2247; Q9QUQ5; HEK293 TRPC4beta/mu-opioid, DAMGO-evoked Fluo4 calcium flux; active compounds read low;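 active means B-score over 3 SD under the library average, no early fluorescence shift, positive overall ratio signal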
Target sequence (Q9QUQ5 whole entry, looked up): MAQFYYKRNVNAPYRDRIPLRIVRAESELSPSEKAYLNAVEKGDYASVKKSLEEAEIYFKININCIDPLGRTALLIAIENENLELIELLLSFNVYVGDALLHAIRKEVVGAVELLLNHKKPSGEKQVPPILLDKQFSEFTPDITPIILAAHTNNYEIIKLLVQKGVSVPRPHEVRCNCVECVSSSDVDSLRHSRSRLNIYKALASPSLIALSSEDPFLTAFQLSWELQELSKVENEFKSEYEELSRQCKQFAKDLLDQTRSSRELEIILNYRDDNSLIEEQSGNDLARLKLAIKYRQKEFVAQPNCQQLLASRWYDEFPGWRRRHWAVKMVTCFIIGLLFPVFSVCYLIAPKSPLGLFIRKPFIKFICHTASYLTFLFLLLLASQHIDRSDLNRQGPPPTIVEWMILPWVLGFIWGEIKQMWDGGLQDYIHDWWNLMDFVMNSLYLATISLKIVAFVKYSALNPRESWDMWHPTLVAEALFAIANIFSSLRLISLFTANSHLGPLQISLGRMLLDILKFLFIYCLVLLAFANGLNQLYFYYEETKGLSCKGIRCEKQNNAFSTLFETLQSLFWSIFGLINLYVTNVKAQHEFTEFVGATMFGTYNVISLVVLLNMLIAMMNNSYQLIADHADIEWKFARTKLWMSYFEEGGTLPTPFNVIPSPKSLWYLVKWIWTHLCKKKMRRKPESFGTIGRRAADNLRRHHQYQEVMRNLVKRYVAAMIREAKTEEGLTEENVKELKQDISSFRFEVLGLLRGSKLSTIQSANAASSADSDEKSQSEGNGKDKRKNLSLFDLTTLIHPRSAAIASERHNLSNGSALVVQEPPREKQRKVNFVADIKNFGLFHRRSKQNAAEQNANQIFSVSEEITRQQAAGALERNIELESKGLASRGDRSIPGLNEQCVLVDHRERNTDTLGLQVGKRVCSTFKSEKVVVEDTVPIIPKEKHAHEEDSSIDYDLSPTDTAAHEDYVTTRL
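Assay system: Stable TRPC4beta/mu-opioid receptor HEK293 cells | Reagent: DAMGO in two steps, submaximal then maximal | Compound dosing: Single concentration per test compound | Signal: Fluo4 Ca2+ flux fluorescence | Evaluation: Per-well B score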
MrgX1 allo act: allosterically activates human MrgX1 receptor signaling; Q96LB2; MrgX1-HEK293, Fluo-4 calcium flux, FDSS; active compounds read high; B-score at 10 µM; 310,000 compounds, 0.63% hits; AID 588675;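 active means plate-corrected calcium response at least 3 library SD above typical, normal starting fluorescence, not activating the receptor alone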;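 further: compound read alongside a low EC10 to EC30 dose of BAM8-22 agonist; peak minus trough fluorescence over baseline measured at the second addition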
MrgX1 antagonist: human MrgX1 receptor antagonism, primary screen | Q96LB2 | MRGX1-HEK293 calcium flux, Fluo-4, BAM8-22 antagonism; active compounds read low | B-score at 10 µM | 310,000 compounds, 1.3% hits | AID 588676;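 active means calcium-response B-score plate-corrected more than 3 library SD below zero, starting fluorescence within 5 deviations, no agonist response on first addition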;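 further: peak minus trough fluorescence over baseline after final BAM8-22 challenge near maximal dose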
MrgX1 agonist: activates human MrgX1 receptor signaling | Q96LB2 | MrgX1-HEK293 cells, Fluo-4 calcium fluorescence, agonist mode; active compounds read high | B-score at 10 µM | 310,000 compounds, 0.44% hits | AID 588627;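 active means calcium response B-score plate-corrected fluorescence ratio at least 3 library SD, with starting fluorescence B-score inside 5 SD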
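Test system: Stable human MrgX1 HEK293 cell line | Schedule: Overnight plating before 1 h dye loading | Read-out basis: Baseline-normalised fluorescence change ratio, B-scored | Detection: Kinetic calcium dye fluorescence, Fluo-4 NW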
TRPC4 potent: allosterically enhances the mouse TRPC4 cation channel; 310,000 compounds, 0.42% hits; Q9QUQ5; B-score at 10 µM; AID 2227; HEK293 TRPC4beta/mu-opioid, DAMGO EC20, Fluo-4 Ca2+ flux; active compounds read high;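 active means B-score of calcium response area above 5 SD of library B-scores, with initial fluorescence ratio within 5 SD of library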;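 further: B-score of integrated fluorescence ratio over time as area under calcium response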
TRPC4 agonist: opens the mouse TRPC4 cation channel; B-score at 10 µM; AID 2237; HEK293 TRPC4beta/mu-opioid, Fluo4 calcium fluorescence; active compounds read high; 310,000 compounds, 0.49% hits; Q9QUQ5;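 active means B-score above 5 SD of library B-scores, and initial fluorescence ratio not above library mean plus 5 SD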;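 further: positive B-score marks a calcium rise read as TRPC4 activation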
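Material: HEK293 stable line with TRPC4beta plus mu-opioid receptor; technique: Fluo4 calcium-sensitive dye fluorescence, kinetic, 1 Hz baseline; timing: Fluo4 dye loading 45 min at room temperature, 110 s recording; controls: assay buffer as low control, maximal DAMGO as high control; read-out: integrated baseline-normalised fluorescence ratio, converted to per-well B score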
SKKanGAS inh: blocks kanamycin growth of S. pyogenes SKKanGAS strain. BacTiter-Glo, 6 h. 300,000 compounds, 1.3% hits. inhibition, % at 7.5 µM;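 active means mean replicate score, as percent of positive control median, at least 50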;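 further: strain carries kanamycin resistance gene driven by streptokinase promoter and grows in 40 µg/ml kanamycin; loss of luminescence reflects streptokinase promoter inhibition or plain growth inhibition; 0% = median of DMSO wells and 100% = positive control at its reference dose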
TRPC6 inhibitor: blocks the mouse TRPC6 cation channel; 310,000 compounds, 1.1% hits; B-score at 10 µM; HEK293-TRPC6, membrane potential dye, ACh-evoked depolarization; active compounds read low;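 active means B-score under library mean minus 3 SD, initial fluorescence not abnormally high, positive integrated signal ratio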;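 further: B-score derived from integrated fluorescence ratio over the kinetic read; more negative B-score means stronger inhibition of depolarization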
* hit, by the source's call; i = inactive; · = no result given. An unsorted share of the library; about 6.7% have a hit in one of these screens.

SMILES | TRPC6 activator | ANO1 activ | TMEM16A inh | TRPC4 inh | MrgX1 allo act | MrgX1 antagonist | MrgX1 agonist | TRPC4 potent | TRPC4 agonist | SKKanGAS inh | TRPC6 inhibitor
COc1cc(/C=N/NC(=O)c2[nH]nc3c2CCc2ccccc2-3)ccc1O | i | i | i | i | i | i | i | i | i | 15.0 | i
COc1cc2[nH]c3c(OC)ncnc3c2cc1OC | i | i | i | i | i | i | i | i | i | 0.6 | i
Cc1ccc(CN2CCN(Cc3cc(=O)c4ccccc4[nH]3)CC2CCO)o1 (configuration not stated) | i | i | i | i | i | i | i | i | i | -9.0 | i
CCOc1ccc(CCNC(=O)Cn2c(-c3nonc3N)nc3ccccc32)cc1OCC | · | i | i | · | i | i | i | · | · | · | ·
CC1CC(C)CN(S(=O)(=O)c2ccc(C(=O)NCc3ccco3)cc2)C1 (configuration not stated) | i | i | i | i | i | i | i | i | i | 3.7 | i
CC1c2cc3c(cc2CCN1S(=O)(=O)c1ccccc1)OCCCO3 (configuration not stated) | i | i | i | i | i | i | i | i | i | -0.7 | i
NC(=O)c1ccc(NC(=O)c2cnc3ccccc3n2)cc1 | i | i | i | i | i | i | i | i | i | -3.3 | i
CC1CC(C)(C)NC(=S)N1CCCC(=O)NCc1ccccc1 (configuration not stated) | i | i | i | i | i | i | i | i | i | -1.3 | i
CCCOC(=O)c1sc2nc3c(cc2c1N)C(=O)CCC3 | i | i | i | i | i | i | i | i | i | 6.9 | i
COc1ccc(Nc2nc(-c3ccccc3)nc3ccccc23)cc1 | i | i | i | i | i | i | i | i | i | 16.8 | i
C=CCn1c(Cc2ccc(OC)cc2)nnc1SCC(N)=O | i | i | i | i | i | i | i | i | i | 0.5 | i
COc1ccc(CC(=O)Nc2ccccc2C(C)=O)cc1S(=O)(=O)N1CCOCC1 | i | i | i | i | i | i | i | i | i | 1.9 | i
CC(=O)NCCc1ccc(C(=O)Cn2cnc3ccccc3c2=O)cc1 | i | i | i | i | i | i | i | i | i | -2.9 | i
COc1ccc(-c2cc(C)no2)cc1S(=O)(=O)N1CCN(c2cccc(C)c2)C(C)C1 (configuration not stated) | i | i | i | i | i | i | i | i | i | 12.9 | i
O=C(CCS(=O)(=O)c1ccc(Br)s1)NC1CCCCCC1 | i | i | i | i | i | i | i | i | i | -9.0 | i
COc1ccc(CCNC(=O)c2ccc3c(c2)NC(=O)CS3)cc1OC | i | i | i | i | i | i | i | i | i | 2.8 | i
CCOc1ccc(C2C3=C(CC(C)(C)CC3=O)N(CC(=O)O)C3=C2C(=O)CC(C)(C)C3)cc1OCC | i | i | i | i | i | i | i | i | i | -1.2 | i
Cc1ccc(CNC(=O)CN2C(C)CCCC2C)cc1 (configuration not stated) | i | i | i | i | i | i | i | i | i | -6.1 | i
CC(=O)Oc1ccc(C(=O)Nc2ccc3c(c2)OCCO3)cc1 | i | i | i | i | i | i | i | i | i | 9.9 | i
NC1=NC(=O)C(Cc2ccc(OC(F)(F)F)cc2)S1 (configuration not stated) | i | i | i | i | i | i | i | i | i | 0.2 | i
Cc1cc(C)c(S(=O)(=O)NC2CCN(Cc3ccccc3)CC2)c(C)c1 | i | i | i | i | i | i | i | i | i | -1.0 | i
O=[N+]([O-])c1ccc(-c2ccc(/C=N/O)o2)cc1 | i | i | i | i | i | i | i | i | i | -4.6 | i
COc1cccc(-c2ccc(NC(=O)C3CCCN(Cc4ccco4)C3)cc2)c1 (configuration not stated) | i | i | i | i | i | i | i | i | i | 4.3 | i
CCOC(=O)C1CCCN(C(=O)CSc2ccc(Br)cc2)C1 (configuration not stated) | i | i | i | i | i | i | i | i | i | 6.4 | i
O=C(CNS(=O)(=O)c1ccc(Br)s1)NCC1COc2ccccc2O1 (configuration not stated) | i | i | i | i | i | i | i | i | i | 2.4 | i

(listing goes on)
SMILES | TRPC6 activator | ANO1 activ | TMEM16A inh | TRPC4 inh | MrgX1 allo act | MrgX1 antagonist | MrgX1 agonist | TRPC4 potent | TRPC4 agonist | SKKanGAS inh | TRPC6 inhibitor
CCCN1C(=O)N(C)C(N(O)C(=O)NC)C1(C)C (configuration not stated) | · | i | i | · | i | i | i | · | · | -0.9 | ·
C/C=C(\CS(=O)(=O)c1ccccc1)S(=O)(=O)c1ccccc1 | i | i | i | i | i | i | i | i | i | -3.9 | i
Brc1ccc(CN2CCN(Cc3c[nH]c4ccccc34)CC2)cc1 | i | i | i | i | i | i | i | i | i | -0.1 | i
COc1ccc(N2CCN(/C(=N\S(=O)(=O)c3ccc(C)cc3)Nc3nc(C)cc(C)n3)CC2)cc1 | i | i | i | i | i | i | i | i | i | -1.1 | i
Cc1cc(Cl)ccc1OC(C)C(=O)Nc1ccc(S(=O)(=O)Nc2cnc3ccccc3n2)cc1 (configuration not stated) | i | i | 100* | i | 7.59* | -6.74* | i | i | i | 66.6* | i
Cc1ccc(-c2noc(CCCC(=O)NC3CCCC3)n2)cc1 | i | i | 25* | i | i | i | i | i | i | -1.4 | i
COc1ccc(N2CC(C(=O)Nc3nnc(SCC(=O)NC4CCCC4)s3)CC2=O)cc1 (configuration not stated) | i | i | i | i | i | i | i | i | i | 17.0 | i
S=C(NCc1ccc(Cl)cc1)NCc1ccco1 | i | i | i | i | i | i | i | i | i | 14.3 | i
CCOCCCN(C(=O)c1ccco1)C(C(=O)NC1CCCC1)c1ccc(OC)cc1 (configuration not stated) | i | i | · | i | · | · | · | i | i | 1.8 | i
COCC(=O)N1CCC(Oc2ccc(C(=O)NCCc3ccncc3)cc2)CC1 | i | i | i | i | i | i | i | i | i | -5.2 | i
CC(C)(C)CN1CCNC(=O)C1CC(=O)NCc1cccc(-n2cccn2)c1 (configuration not stated) | i | i | i | i | i | i | i | i | i | -1.7 | i
Cc1cccc(NC(=S)NC2CC3CCC(C2)N3Cc2ccco2)c1 (configuration not stated) | i | i | i | i | i | i | i | i | i | -4.4 | i
CN1C2=NCCN2C(=O)c2ccccc21 | i | i | i | i | i | i | i | i | i | -2.6 | i
CCCC(C(=O)NC1CCCC1)N(CC1CCCO1)C(=O)CNS(=O)(=O)c1ccccc1 (configuration not stated) | i | i | i | i | i | i | i | i | i | -0.1 | i
CCOC(=O)c1cnc2c(ccc3ccccc32)c1NCCCN(C)C | i | i | i | i | i | i | i | i | i | -4.6 | -6.42*
CC(C)CC(=O)N1CCN(Cc2ccccc2Cl)CC1 | i | i | i | i | i | i | i | i | i | 3.1 | i
CCC(C)[C@H](NC(=O)c1cc2cc(Cl)ccc2n1C)C(=O)N1CCC[C@H]1C(=O)O (some centres not stated) | i | i | i | i | i | i | i | i | i | -1.7 | i
COC(=O)CSc1nccc(-c2ccc(F)cc2)c1C#N | i | i | i | i | i | i | i | i | i | 2.8 | i
O=S(=O)(c1cccc2nsnc12)N1CCN(c2ccc(F)cc2)CC1 | i | i | i | i | i | i | i | i | i | 9.8 | i
O=C(CN1CC(c2ccccc2)CC1=O)OCc1cccc(Br)c1 (configuration not stated) | i | i | i | i | i | i | i | i | i | 3.8 | i
CC(C)OCCCn1c(=O)c2ccccc2n2c(CCC(=O)N3CCN(c4ccccn4)CC3)nnc12 | i | i | i | i | i | i | i | i | i | 3.5 | i
O=[N+]([O-])c1cc(-c2ccc(/C=N\n3cnnc3)o2)cc([N+](=O)[O-])c1 | i | i | i | i | i | i | i | i | i | 4.1 | -6.16*
Cc1cc(Br)cc(Cl)c1OC(=O)c1ccncc1 | i | i | i | i | i | i | i | i | i | 4.9 | i
Cc1c(C(=O)CN2CCOCC2)[nH]c2ccccc12 | i | i | i | i | i | i | i | i | i | -5.3 | i
Cc1ccc(C(=O)COC(=O)CCC(=O)Nc2cccc(Cl)c2)cc1[N+](=O)[O-] | i | i | 100* | i | i | i | i | i | i | 3.4 | i

(list continues)
SMILES | TRPC6 activator | ANO1 activ | TMEM16A inh | TRPC4 inh | MrgX1 allo act | MrgX1 antagonist | MrgX1 agonist | TRPC4 potent | TRPC4 agonist | SKKanGAS inh | TRPC6 inhibitor
COc1ccc(-c2cc(C(F)(F)F)nc(NC3CCCC3)n2)cc1OC | i | i | i | i | i | i | i | i | i | 17.2 | i
Cc1ccc(NC(=O)CSc2ccc(-c3ccccn3)nn2)c(C)c1 | i | i | i | i | i | i | i | i | i | 1.8 | i
COc1cc(C2=NOC(C(=O)NC3CCCCC3)C2)cc(OC)c1OC (configuration not stated) | i | i | i | i | i | i | i | i | i | -6.0 | i
CCc1nnc(N/N=C/c2ccc(N3CCC(C)CC3)c([N+](=O)[O-])c2)n1N | i | i | i | i | i | i | i | i | i | 0.0 | i
CC(=O)Nc1ccc(-n2c(=O)c3ccccc3c3ccccc3c2=O)cc1 | i | i | i | i | i | i | i | i | i | -0.3 | i
Cn1c(=O)n(CC(=O)O)c(=O)c2c1nc1n2CCCN1CCc1ccccc1 | i | i | i | i | i | i | i | i | i | 1.7 | i
Cc1ccc(-c2ccc(=O)n(CC(=O)NCCN(C)C)n2)cc1 | i | i | i | i | i | i | i | i | i | 8.8 | i
COCCN(C(=O)COC(=O)CCCOc1ccc(OC)cc1)c1c(N)n(Cc2ccccc2)c(=O)[nH]c1=O | i | i | i | i | i | i | i | i | i | -7.6 | i
CC(C)(C)C(=O)N1CCN(c2c(Cl)cccc2[N+](=O)[O-])CC1 | i | i | i | i | i | i | i | i | i | 0.6 | i
COc1ccc(OC)c(NC(=O)Nc2cc(NC(=O)Nc3cc(OC)ccc3OC)c(C)nc2C)c1 | i | i | i | i | i | i | i | i | i | -7.9 | i
Cc1ccccc1OC(C)C(=O)Nc1ccc2c(c1)OCCO2 (configuration not stated) | i | i | i | i | i | i | i | i | i | 0.6 | i
O=C(COC(=O)c1cn(-c2ccccc2)nc1-c1ccccc1)Nc1ncc(Cl)cc1Cl | i | i | i | i | i | i | i | i | i | 8.9 | i
CCOc1ccc(CCNC(=O)c2nnn(CC(=O)Nc3ccc(OC)cc3)c2N)cc1OCC | i | i | i | i | i | i | i | i | i | 0.3 | i
